Assay outcomes: PubChem BioAssay, The Scripps Research Institute Molecular Screening Center
GPR151 activ: activates the human receptor GPR151; Q8TDV0; PathHunter beta-arrestin GPR151 cells, luminescence; activation, % at 11.2 µM; 650,000 tested, 1% active; AID 1508602; in the data active = activation above about 4.9%;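 note: 0% = median of compound wells and 100% = cells with positive control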
Target sequence (Q8TDV0 whole entry, looked up): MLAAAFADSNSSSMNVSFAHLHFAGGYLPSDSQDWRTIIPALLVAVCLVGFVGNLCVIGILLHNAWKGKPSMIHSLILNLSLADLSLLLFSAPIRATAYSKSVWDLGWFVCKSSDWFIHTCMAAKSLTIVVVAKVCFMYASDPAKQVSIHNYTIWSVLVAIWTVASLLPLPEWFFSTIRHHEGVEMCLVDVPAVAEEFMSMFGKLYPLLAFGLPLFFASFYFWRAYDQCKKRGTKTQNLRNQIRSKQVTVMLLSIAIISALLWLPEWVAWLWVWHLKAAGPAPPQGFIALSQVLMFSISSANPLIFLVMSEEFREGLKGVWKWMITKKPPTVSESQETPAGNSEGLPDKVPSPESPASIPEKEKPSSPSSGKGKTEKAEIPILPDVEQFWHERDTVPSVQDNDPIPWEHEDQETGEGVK
MITF inh: human MITF inhibition, primary screen. O75030. AlphaScreen MITF homodimerization, bead proximity signal. inhibition, % at 2.6 µM. 650,000 tested, 0.91% active; in the data active = inhibition above about 50%;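 note: 0% = vehicle wells with protein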
Target sequence (O75030 whole entry, looked up): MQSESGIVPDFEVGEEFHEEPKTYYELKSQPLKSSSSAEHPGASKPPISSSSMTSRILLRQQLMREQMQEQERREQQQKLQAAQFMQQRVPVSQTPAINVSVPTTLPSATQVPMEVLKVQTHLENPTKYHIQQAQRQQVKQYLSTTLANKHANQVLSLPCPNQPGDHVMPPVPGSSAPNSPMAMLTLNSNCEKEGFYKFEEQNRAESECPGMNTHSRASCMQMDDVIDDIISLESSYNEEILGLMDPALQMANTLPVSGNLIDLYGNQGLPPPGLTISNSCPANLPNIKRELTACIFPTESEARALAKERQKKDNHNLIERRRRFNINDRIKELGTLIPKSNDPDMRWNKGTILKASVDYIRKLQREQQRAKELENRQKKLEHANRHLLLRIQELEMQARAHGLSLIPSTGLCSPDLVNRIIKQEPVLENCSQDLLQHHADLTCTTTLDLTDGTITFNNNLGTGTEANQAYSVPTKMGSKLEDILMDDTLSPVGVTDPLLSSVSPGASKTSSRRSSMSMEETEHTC
TEAD-YAP inh: TEAD-YAP interaction inhibition; inhibition, % at 9.12 µM; 640,000 tested, 1.4% active; HEK-TIYL cells, TEAD-Gal4/YAP UAS-luciferase luminescence; AID 1259422; in the data active = inhibition above about 32%;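 note: 0% = median of test compound wells and 100% = reference inhibitor wells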
FBW7 act: human FBW7 E3 ligase activation, primary screen | Q969H0 | AlphaScreen FBW7–phospho-cyclin E peptide binding, activator screen | normalized activity (activation), % at 26.1 µM | 650,000 tested, 0.13% active | AID 1259310; in the data active = normalized activity above about 1.9%;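 note: purified mutant Fbw7 with reduced substrate affinity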
* hit, by the source's call.

SMILES	GPR151 activ	MITF inh	TEAD-YAP inh	FBW7 act
O=C(NNC(=O)C(c1ccccc1)c1ccccc1)c1ccc([N+](=O)[O-])cc1	-1.3	4.2	5.3	-0.1
O=C1c2ccccc2NC(c2cccs2)N1O (stereo not given)	-0.6	5.8	-2.0	0.2
CCOC(=O)c1c(-c2ccccc2)csc1NC(=O)c1ccc(C)cc1	-0.5	16.8	3.7	0.6
O=C(CSc1nnc(-c2ccncc2)o1)N1CCCCCC1	0.6	2.0	-3.7	0.0
COc1ccc(C2C(C(=O)c3ccc(C)o3)=C(O)C(=O)N2Cc2cccnc2)cc1OC (stereo not given)	-1.1	10.8	10.7	-0.1
C=CCOC(=O)C1=C(C)NC2=C(C(=O)CCC2)C1c1ccccc1C(F)(F)F (stereo not given)	0.0	-19.7	3.3	0.4
N/C(=N\OC(=O)Cc1cccs1)c1ccc(Br)cc1	0.4	4.5	-41.5	0.0
CCc1ccccc1NC(=O)CCCOc1ccc(Cl)cc1Cl	-1.5	6.1	12.4	0.0
COc1ccccc1C(=O)Nc1ccc(-c2nnn(CC(=O)Nc3cc(C)on3)n2)cc1	-0.2	16.8	9.1	0.2
Cc1cc(=O)c(C(=O)N2CCSCC2)c(CC2CCCC2)n1CCN(C)C	0.1	-5.6	-4.7	0.0
O=C(O)c1cccc(-c2cnn3c(NCc4ccc(F)cc4)ccnc23)c1	4.3	5.5	-44.0	0.3
CC(=O)C1=C(O)C(=O)N(CCCNCCO)C1c1cccc(F)c1 (stereo not given)	1.3	-2.7	2.8	0.1
CCOc1ccc(-c2nc(-c3ccc(OC)cc3)no2)cc1OCC	1.2	-4.2	5.0	0.3
CS(=O)(=O)N1CCC(C(=O)NCC2(O)CCCC2)CC1	0.2	5.5	7.1	0.1
COc1cccc(/C=C2\C(=O)N(c3ccc(S(N)(=O)=O)cc3)N=C2C)c1	-0.3	11.6	6.5	-0.1
CCOc1cc(C=O)cc([N+](=O)[O-])c1OCc1ccccc1	-0.8	6.8	0.8	-0.1
Cc1c(C2C(C#N)=C(N)OC3=C2C(=O)CC(C)(C)C3)c(C)c([N+](=O)[O-])c(C)c1[N+](=O)[O-] (stereo not given)	2.0	-0.8	-2.1	0.0
O=C(/C=C/c1ccc(Br)cc1)Nn1c(-c2ccc(F)cc2)nc2ccccc2c1=O	-0.3	22.0	12.3	0.2
Cc1ccc(NC(=O)C(=O)NCCN2CCNCC2)cc1	-1.3	-1.0	-10.3	-0.1
CC1(C)CC(=O)C(C(C2=C(O)CC(C)(C)CC2=O)c2ccc(O)cc2)C(=O)C1 (stereo not given)	2.1	2.6	1.0	-0.1
CC(C)[C@@H](Cn1nc(-c2cccs2)ccc1=O)NC(=O)c1cnccn1	0.3	9.0	-2.7	-0.2
CCOC(=O)c1c(-c2ccccc2)oc2c1cc(OC(=O)c1cccc([N+](=O)[O-])c1)c1ccccc12	1.9	-3.3	-8.7	0.0
CCCNC(=O)Nc1nnc(C2CC2)s1	-1.2	-3.3	-2.3	0.2
O=C(CN1C(=O)/C(=C/c2ccccc2F)Sc2ccccc21)N1CCCC1	-1.1	3.4	-1.8	0.0
COc1ccc(N)cc1NC(=O)CN1CCCCC1	1.8	-1.6	-2.0	0.1
Clc1ccccc1CNc1ncnc2c1c(-c1ccccc1)cn2-c1ccc(Br)cc1	3.9	2.4	4.5	-0.1
COC(=O)c1ccccc1NC(=O)Nc1ccc(Br)cc1Cl	5.9*	-8.1	8.6	-0.1
COc1ccc(-c2nnc3c4ccccc4c(Cl)nn23)cc1	-1.1	9.7	-23.8	0.8
C=C1C2(C(=O)Nc3cc(C)on3)CCC(C2)C1(C)C (stereo not given)	-0.5	5.0	10.7	0.0
CCC(C)NS(=O)(=O)c1ccc(S(=O)(=O)N(Cc2ccccc2F)C2CC2)cc1 (stereo not given)	-0.1	17.9	-3.4	0.1
COC(=O)C1CCCCN1Cc1ccc2c(c1)CN(Cc1nccs1)CCO2 (stereo not given)	-0.4	9.3	9.3	0.0
O=C(N/N=C/c1cccnc1)c1c(Cl)cccc1Cl	-0.4	-7.5	-3.9	0.0
CN(C)C(=O)CCc1nc(-c2ccc(C(C)(C)C)cc2)no1	1.3	-5.3	-33.6	-0.2
C/C(=N\NC(=O)c1ccc(O)cc1)c1ccc(OC(F)F)cc1	0.0	7.5	-7.9	0.1
CC(C)CC1=NN(C(=O)c2ccc(O)cc2)C(O)(C(F)(F)F)C1 (stereo not given)	3.9	2.1	2.4	0.0
O=C(COC(=O)COc1ccccc1F)Nc1ncc(C(F)(F)F)cc1Cl	-1.0	-0.4	-1.2	-0.1
CCOC(=O)c1sc2nc(SCC(=O)NCc3ccccc3)n(CCc3ccccc3)c(=O)c2c1C	0.3	10.7	1.3	0.0
O=C(COc1ccccc1Cl)NNC(=O)c1ccccn1	-0.5	19.6	16.9	-0.1
COc1cc(CN2CCC(CO)(CCOc3ccccc3)CC2)cc(Cl)c1O	-0.2	2.9	-5.0	0.1
CCn1c(CNc2c(C)cccc2C)nnc1SCC(N)=O	1.0	8.3	-2.1	0.3
O=C(NCc1ccccc1Cl)c1ccc2c(=O)n(CCC3=CCCCC3)c(=S)[nH]c2c1	-1.2	41.1	4.6	0.7
COc1cc(CN2CCN(C3CCCC3)C(CCO)C2)cc2c1OCO2 (stereo not given)	-1.7	9.1	2.0	0.2
CCc1ccc(-c2cn(-c3ccc(C)cc3)c(=S)[nH]2)cc1	-1.5	-2.2	-11.0	-0.2
CCOc1ccc(/C=N\NC(=O)c2ccc([N+](=O)[O-])cc2)c(O)c1	-0.4	7.5	1.8	0.0
O=C(CNCCCN1CCOCC1)Nc1ccccc1N1CCCCCC1	0.6	70.6*	1.3	-0.2
Cc1cc(C(=O)N2CCC(Oc3cccc(-c4ccccc4CN(C)C)c3)CC2)nn1C	-1.3	5.7	-5.3	0.0
CC(=O)Nc1ccc(NS(=O)(=O)c2ccc3ncccc3c2)cc1	-0.5	16.4	3.3	0.7
NNC(=O)c1cc2cccc3c2n(c1=O)CCC3	-2.7	-1.8	10.7	0.6
COC(=O)c1ccc(NC(=O)COc2ccc(C)cc2C)cc1	3.7	6.7	2.0	0.1
Cc1ccc(-c2nc3ccc(C(=O)NCc4ccc(Cl)cc4)cc3nc2-c2ccc(C)cc2)cc1	-0.3	-10.8	1.3	-0.2
COc1ccc(CCNC(=O)c2cccc(-c3c(C)noc3C)c2)cc1	-1.7	-8.6	3.4	0.0
COC(=O)C1=C(NC(C)=O)CCS1	0.7	-13.3	5.1	-0.2
CC(C)c1ccc(OCC(=O)Nc2ccc(N3CCOCC3)cc2)cc1	0.5	8.2	-4.9	-0.1
CN(C(=O)CCc1nnc(CCCCc2ccccc2)o1)C1CCOCC1	1.1	-2.5	-9.3	0.0
Cc1ccc(NC(=O)c2cc(S(=O)(=O)NCCc3ccccc3)ccc2F)cc1F	-0.2	2.6	4.4	0.1
O=C(N/N=C/c1cc(Br)cs1)c1ccc([N+](=O)[O-])cc1	-0.8	-1.6	16.6	-0.5
CC(C)(C)c1ccc(C(=O)NCC2CCCO2)cc1 (stereo not given)	-0.7	-2.4	-82.3	0.2
COc1cc(CN2CCCC(CNC(=O)c3cccs3)C2)cc2c1OCO2 (stereo not given)	1.6	13.8	-1.8	0.2
COC(=O)c1c(NC(=O)c2ccn(C)n2)sc2c1CCCC2	1.3	-8.1	-69.7	0.0
O=C(Nc1c([N+](=O)[O-])cc(Cl)cc1[N+](=O)[O-])N1CCOCC1	0.4	12.7	-4.0	-0.4

Next part:
SMILES	GPR151 activ	MITF inh	TEAD-YAP inh	FBW7 act
Cc1csc2nc(-c3ccc(NS(=O)(=O)N(C)C)cc3)cn12	0.2	13.4	1.8	0.3
Fc1ccccc1OCCSc1nc2ccccc2n1Cc1ccccc1	-0.5	13.1	-18.2	0.0
COc1cc(C(=O)Nc2cccc(C(F)(F)F)c2)cc(OC)c1OC	1.4	6.4	-4.5	0.0
CC[C@H](C)[C@H](NC(N)=O)C(=O)OCC(=O)c1ccc(Cl)cc1	1.2	-4.4	-1.4	-0.1
CC1CCC(NC(=O)CCn2c(=S)[nH]c3cc4c(cc3c2=O)OCO4)CC1 (stereo not given)	1.7	-2.8	-10.2	0.1
O=C(Nc1ccccc1)NC1(C(=O)NC2CCCCC2)CCCCC1	1.1	-12.1	-7.5	0.4
CCOC(=O)c1cnc2c(C)c(Cl)ccc2c1NCc1ccccc1	-0.8	-5.1	-4.2	0.0
Cc1cc(O)c(C=Nc2ccc(Cl)cn2)c(=O)o1	-0.6	15.6	9.9	0.1
O=C(c1ccc(Sc2cccc(Cl)c2)c([N+](=O)[O-])c1)N1CCN(c2ccc(F)cc2)CC1	-0.1	5.9	7.9	0.0
CCc1cc2c(=O)n(-c3ccc(Cl)cc3)c(SCC(N)=O)nc2s1	3.5	1.5	2.2	0.1
O=C(Nc1ccccc1F)N1CCc2nc(N3CCCC3)[nH]c(=O)c2C1	1.5	2.2	0.6	0.0
c1cncc(CNc2nc(Nc3ccncn3)nc3c2ncn3C2CCCCC2)c1	-2.3	-6.2	-20.6	-0.1
Cc1c(-c2ccccc2)c(=O)oc2ccc(O)cc12	-1.4	80.5*	-2.5	0.1
COc1ccc(C(=O)N2c3ccccc3Sc3ccccc32)cc1S(=O)(=O)N1CCOCC1	-0.5	19.9	-1.8	-0.1
Cc1nc2ccccn2c(=O)c1C(=O)NCc1cccc(F)c1	-1.3	14.7	-8.9	0.1
CSc1cccc(NC(=O)C2C3C=CC(C3)C2C(=O)O)c1 (stereo not given)	-0.4	3.0	-1.5	0.1
Cc1c(CN2CCC3(CC2)CC3C(=O)NCc2cccs2)cnn1C (stereo not given)	-0.4	0.7	-5.4	0.0
CCOc1ccc(NC(=O)CSC2=C(C#N)C(c3ccc(O)c(OCC)c3)CC(=O)N2)cc1 (stereo not given)	-0.7	11.0	23.0	0.5
Cc1ccn(-c2cc(O)c(-n3ccc(C)n3)cc2O)n1	0.0	-4.1	-9.3	0.0
Cc1ccc(C(=O)Nc2ccc(Cl)cc2F)s1	-1.1	4.3	-24.4	0.1
O=C(NCCO)c1ccc(-c2cnc3c(n2)[nH]c(=O)n3C2CCCCC2)cc1	0.5	-6.4	6.2	0.0
COc1ccc(C(=O)NNC(=O)c2ccccc2I)cc1	0.8	-4.3	9.1	0.3
COc1ccc(OC)c(CN2CCN(Cc3ccc(OC)cc3OC)CC2)c1	-0.3	29.8	-3.1	-0.9
CSc1cccc(C(=O)Nc2ccc3ncsc3c2)c1	-2.3	8.1	-42.0	-0.1
O=C(CCCCCn1c(=S)[nH]c2ccsc2c1=O)NCc1ccco1	1.7	-0.5	-11.3	0.0
COc1ccccc1NC(=O)NCC(c1ccco1)N(C)C (stereo not given)	1.2	-4.9	-3.3	0.0
CCC(=O)c1ccc(OCCCNC2CCCC2)cc1	-1.1	14.9	-9.7	-0.1
O=C(CCNC(=O)OCc1ccccc1)OCC1OC(O)C(O)C(O)C1O (stereo not given)	-0.1	-6.5	-4.0	0.0
Cn1c(SCC(=O)Nc2ccc([N+](=O)[O-])cc2O)nnc1-c1ccccc1	-1.2	0.3	-5.1	0.0
COc1ccccc1C(=O)NC(NC(C)(C)C)C(Cl)(Cl)Cl (stereo not given)	1.5	-11.1	-11.3	0.1
Cc1ccc(S(=O)(=O)N(C)c2ccc(N)cc2[N+](=O)[O-])cc1	1.3	26.6	5.7	0.0
O=C(CSc1nnnn1-c1ccc(Cl)cc1)NC1CCCCC1	0.2	6.4	-1.0	-0.1
C=CCC1NC(C)(C)Cc2ccccc21 (stereo not given)	1.3	6.9	-5.2	0.4
COc1ccc(CSc2cc(NCCOC(C)=O)c([N+](=O)[O-])c3nonc23)cc1	0.4	8.4	-20.6	0.1
CC(NC(=O)CC(O)C(Cl)(Cl)Cl)c1ccccc1 (stereo not given)	1.3	-11.8	0.4	0.0
O=C1N[C@@H](Cc2ccc(O)cc2)C(=O)N2CCN(C(=O)Oc3ccc(F)cc3)C[C@H]12	-0.4	3.0	-8.9	0.1
COc1cc2nc(Nc3nc4ccccc4n3C)nc(Nc3ccc(NC(C)=O)cc3)c2cc1OC	-2.0	-0.8	3.7	-0.4

Of the compounds above, eleven have a nitro group on carbon.
SMILES	GPR151 activ	MITF inh	TEAD-YAP inh	FBW7 act
O=C(NNC(=O)C(c1ccccc1)c1ccccc1)c1ccc([N+](=O)[O-])cc1	-1.3	4.2	5.3	-0.1
CCOc1cc(C=O)cc([N+](=O)[O-])c1OCc1ccccc1	-0.8	6.8	0.8	-0.1
Cc1c(C2C(C#N)=C(N)OC3=C2C(=O)CC(C)(C)C3)c(C)c([N+](=O)[O-])c(C)c1[N+](=O)[O-] (stereo not given)	2.0	-0.8	-2.1	0.0
CCOC(=O)c1c(-c2ccccc2)oc2c1cc(OC(=O)c1cccc([N+](=O)[O-])c1)c1ccccc12	1.9	-3.3	-8.7	0.0
CCOc1ccc(/C=N\NC(=O)c2ccc([N+](=O)[O-])cc2)c(O)c1	-0.4	7.5	1.8	0.0
O=C(N/N=C/c1cc(Br)cs1)c1ccc([N+](=O)[O-])cc1	-0.8	-1.6	16.6	-0.5
O=C(Nc1c([N+](=O)[O-])cc(Cl)cc1[N+](=O)[O-])N1CCOCC1	0.4	12.7	-4.0	-0.4
O=C(c1ccc(Sc2cccc(Cl)c2)c([N+](=O)[O-])c1)N1CCN(c2ccc(F)cc2)CC1	-0.1	5.9	7.9	0.0
Cn1c(SCC(=O)Nc2ccc([N+](=O)[O-])cc2O)nnc1-c1ccccc1	-1.2	0.3	-5.1	0.0
Cc1ccc(S(=O)(=O)N(C)c2ccc(N)cc2[N+](=O)[O-])cc1	1.3	26.6	5.7	0.0
COc1ccc(CSc2cc(NCCOC(C)=O)c([N+](=O)[O-])c3nonc23)cc1	0.4	8.4	-20.6	0.1
